# D2 potentiator – HTS Assay for Positive Allosteric Modulators of the Human D2 Dopamine Receptor: Primary Screen for Potentiators | HEK293 T-REx D2, calcium flux, EC20 dopamine potentiation | potentiation, % at 10 µM | 340,000 tested, 0.34% active | AID 485347, 2010;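 active = potentiation over 3 SD above the plate norm, cut at about 30% in these data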; also: 0% is about no effect
#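 Tetracycline-induced HEK293 T-REx cells force-coupled to calcium signalling expressed D2; compounds were pin-added after a 10 s baseline, read kinetically 180 s, then an EC20 dopamine challenge followed with a further 180 s calcium read.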
# D1 antag – Antagonist of Human D 1 Dopamine Receptor: qHTS. D(1A) dopamine receptor (Homo sapiens), P21728. HEK293 TREx D1 cells, calcium flux, dopamine EC80; active compounds read low. activity change, negative = inhibition, % at 10 µM. 360,000 tested, 3.2% active. AID 504652, 2011; in the data active = activity change below about -30%; also: % is scaled to controls: 0 for no effect and ±100 for the full control effect
#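 Cells carrying a force-coupled, tetracycline-inducible human D1 receptor report calcium flux. Each well gets a 10 s baseline, compound with 180 s monitoring, then an EC80 dopamine stimulus with a second 180 s kinetic read.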
# D2 antag – HTS Assay for Allosteric Antagonists of the Human D2 Dopamine Receptor: Primary Screen for Antagonists. D(2) dopamine receptor (Homo sapiens), P14416. HEK293 TREx D2 cells, calcium flux, dopamine EC80. inhibition, % at 10 µM. 340,000 tested, 2% active; in the data active = inhibition above about 30%; also: 0% is about no effect
#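 In this primary screen, negative modulation is detected by tracking calcium flux after an EC80 dopamine challenge in inducible HEK293 T-REx D2 cells preexposed to test compound for 180 s.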
# D2 agonist – HTS Assay for Allosteric Agonists of the Human D2 Dopamine Receptor: Primary Screen for Agonists. activation, % at 2 µM. D(2) dopamine receptor (Homo sapiens), P14416. HEK293 T-REx D2 cells, calcium flux agonist mode. 340,000 tested, 0.53% active. AID 485358, 2010;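 active = activation over 3 SD above normal in the single-dose calcium agonist read, cut at about 30% in these data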; also: 0% is about no effect
#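 HEK293 Trex D2 cells, tetracycline-induced, o/n 30 C 5% CO2; no-wash Ca dye, RT 30–90 min; 10-cycle baseline, 23 nl cpd added, kinetic Ca read 180 s; agonist hits = positive Ca response.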
# RXFP1 antag – qHTS Assay for Antagonists of the Relaxin Receptor RXFP1; Relaxin receptor 1 (Homo sapiens), Q9HBX9; HEK293-RXFP1, relaxin-stimulated cAMP HTRF, 30 min; active compounds read low; activity change, negative = inhibition, % at 57.5 µM; 350,000 tested, 0.59% active; AID 1259400, 2018;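 active = activity change of -60% or lower, but not beyond a set lower limit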; also: % is scaled to controls: 0 for no effect and ±100 for the full control effect
# Target sequence (Q9HBX9 whole entry, looked up): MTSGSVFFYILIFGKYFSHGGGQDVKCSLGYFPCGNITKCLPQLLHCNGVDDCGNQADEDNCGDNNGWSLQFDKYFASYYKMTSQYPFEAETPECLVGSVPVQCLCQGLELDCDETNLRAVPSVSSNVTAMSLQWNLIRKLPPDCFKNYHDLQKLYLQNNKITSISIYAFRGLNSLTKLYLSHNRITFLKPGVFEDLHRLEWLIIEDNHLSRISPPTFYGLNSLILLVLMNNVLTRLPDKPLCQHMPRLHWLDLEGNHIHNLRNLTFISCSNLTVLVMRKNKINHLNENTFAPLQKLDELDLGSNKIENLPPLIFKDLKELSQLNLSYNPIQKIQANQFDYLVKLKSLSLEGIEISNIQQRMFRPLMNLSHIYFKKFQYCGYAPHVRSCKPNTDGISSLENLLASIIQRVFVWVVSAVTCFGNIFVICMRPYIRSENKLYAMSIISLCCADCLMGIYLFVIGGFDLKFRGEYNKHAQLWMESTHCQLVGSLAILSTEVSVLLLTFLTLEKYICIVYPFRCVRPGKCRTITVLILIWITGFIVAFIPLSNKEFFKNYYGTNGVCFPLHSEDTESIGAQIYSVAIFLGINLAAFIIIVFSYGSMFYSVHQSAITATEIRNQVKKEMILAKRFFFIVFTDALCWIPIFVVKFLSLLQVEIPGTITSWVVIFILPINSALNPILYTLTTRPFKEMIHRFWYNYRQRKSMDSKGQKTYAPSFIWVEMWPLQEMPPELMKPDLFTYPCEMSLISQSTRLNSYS
# RXFP1 agonist – qHTS Assay for Agonists of the Relaxin Receptor RXFP1; Relaxin receptor 1 (Homo sapiens), Q9HBX9; HEK293T-RXFP1 cAMP TR-FRET, 30 min; response scale: percent of porcine relaxin response, buffer zero; Potency, µM (series often up to 57.5 µM), without a hit: top-dose activation, hits mostly activators; 370,000 tested, 0.3% active; AID 2676, 2010; active = well fitted activation curve with a large enough effect; also: potency is read from the fitted curve at half-maximal effect; % is scaled to controls: 0 for no effect and ±100 for the full control effect; nearly all actives have a fitted effect of over 60% in size; many of its hits are not listed in these tables
#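 cAMP rise read by TR-FRET after 30 min, 37C compound exposure (up to 58 uM) in RXFP1-transfected HEK293 cells with Ro 20174 present. EC50 from Hill-equation fits, with 29 nM porcine relaxin as 100% and buffer as basal.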
# D1 ag – Allosteric Agonists of the Human D1 Dopamine Receptor: qHTS; activation, % at 2 µM; 360,000 tested, 1% active; HEK293 T-REx D1 cells, calcium flux, agonist mode; D(1A) dopamine receptor (Homo sapiens), P21728; in the data active = activation above about 30%; also: 0% is about no effect
#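 Tetracycline-induced HEK293 TREx D1 cells, force-coupled to calcium signalling, were dye-loaded with a no-wash calcium kit. Compound was pin-added after a 10 s baseline. Fluorescence was read kinetically at 1 cycle/s for 180 s, with calcium rises flagged as agonism.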
# D1 PAM – Potentiators of Human D1 Dopamine Receptor: qHTS; 360,000 tested, 0.036% active; AID 504651, 2011; HEK293 TREx D1 cells, calcium flux, dopamine EC20 potentiation; D(1A) dopamine receptor (Homo sapiens), P21728; potentiation, % at 10 µM; in the data active = potentiation above about 30%; also: 0% is about no effect
# TRHR enhancer – qHTS for Small Molecule Agonists and Allosteric Enhancers of Human TRH Receptor: Primary Screen for Enhancers. 360,000 tested, 0.66% active. TRHR cells, fluo-8 calcium fluorescence, EC20 TRH enhancement. enhancement, % at 2 µM. Thyrotropin-releasing hormone receptor (Homo sapiens), P34981. AID 493056, 2011; in the data active = enhancement above about 30%; also: 0% is about no effect
#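 TRHR-expressing cells loaded with fluo-8 calcium dye were read kinetically (ex 480/em 530) during compound addition, then stimulated with an EC20 of TRH (10 nM final). Enhancement of the Gq-mediated intracellular calcium response was scored.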
# * hit, by the source's call; nt = no result given. An excerpt; rates above refer to the full screens.
# Preview (3 entries):
SMILES	D2 potentiator	D1 antag	D2 antag	D2 agonist	RXFP1 antag	RXFP1 agonist	D1 ag	D1 PAM	TRHR enhancer
COc1cc(O)oc1C=Nc1ccc(Cl)cc1	-8	15	-18	-0.9	2	1.9%	2	-9	-10
O=C(NCCc1ccc(Cl)cc1)c1ccc2c(c1)N(Cc1ccc(Cl)cc1)C(=O)CS2	nt	14	nt	1.2	nt	0.7%	9	-1	11
CSc1ncccc1C(=O)NCCc1ccccc1F	3	-28	-17	0.1	8	1.2%	1	-1	3

# All compounds of this part, previewed entries included:
SMILES	D2 potentiator	D1 antag	D2 antag	D2 agonist	RXFP1 antag	RXFP1 agonist	D1 ag	D1 PAM	TRHR enhancer
COc1cc(O)oc1C=Nc1ccc(Cl)cc1	-8	15	-18	-0.9	2	1.9%	2	-9	-10
O=C(NCCc1ccc(Cl)cc1)c1ccc2c(c1)N(Cc1ccc(Cl)cc1)C(=O)CS2	nt	14	nt	1.2	nt	0.7%	9	-1	11
CSc1ncccc1C(=O)NCCc1ccccc1F	3	-28	-17	0.1	8	1.2%	1	-1	3
Cc1ccc(OCCNC(=O)c2cc(-n3cnnc3)ccc2Cl)cc1C	5	7	-21	-0.5	-3	-0.7%	1	-9	1
COc1ccc(NS(=O)(=O)c2cccc(C(=O)NCC(c3ccc(OC)cc3)N3CCCC3)c2)cc1 (stereo not given)	-53	15	-11	2.6	4	-1.9%	21	0	0
Cc1c(Br)c(-c2n[nH]c(=S)n2Cc2ccco2)nn1C	-7	-1	nt	nt	0	-0.8%	2	-3	4
O=C(NCc1cccnc1)c1ccc(NS(=O)(=O)c2ccc(F)cc2)cc1	1	-5	-1	-2.4	9	1.3%	4	-3	0
CCC(=O)Nc1ccc(-c2csc(NNC(C)=O)n2)cc1	2	-3	-2	0.4	-8	1.8%	2	-3	-3
Cc1ccc(-c2nnn(CC(=O)N(c3cccc(F)c3)C(C(=O)NC(C)(C)C)c3ccco3)n2)o1 (stereo not given)	-2	-39*	-4	0.0	-12	-0.8%	0	-2	-1
CCN(CC)CCCNC(=O)c1cc2c(-c3cccc(OC)c3)nn(C)c2s1	-2	-2	-28	0.3	0	6.2%	1	-4	13
O=[N+]([O-])c1ccccc1S(=O)(=O)c1ccccc1	-1	21	14	-0.2	-3	-0.2%	0	3	15
Cc1cccc(NC(=O)c2cc(NC(=O)C3CCCCC3C(=O)O)ccc2N2CCCCC2)c1 (stereo not given)	-2	9	9	-0.9	2	-0.6%	0	0	0
CCOC(=O)Cc1ccc(NC(=O)N2CCC(CN3CCCCCC3)CC2)cc1	3	1	nt	0.4	6	1.4%	-1	6	7
Cc1cccc(NS(=O)(=O)c2ccc(C(=O)NCCCN3CCCC3=O)cc2)c1C	7	-6	0	-0.3	-4	0.4%	6	-4	1
O=C(NCCN1CCN(c2ccccc2)CC1)C1CCN(S(=O)(=O)N2CCOCC2)CC1	-24	-11	61*	84*	-4	1.0%	2	4	-3
CC(C)(C)NC(=O)CN1CCN(C(=O)CCl)CC1	27	9	-9	0.1	-19	-2.6%	1	-1	8
CC(=O)Nc1ccc(S(=O)(=O)N2CCSCC2)cc1	12	-7	24	0.0	11	2.1%	2	8	2
N#CCCN(C(=O)COC(=O)c1nc(Cl)ccc1Cl)c1ccccc1	-1	4	13	-0.6	8	1.5%	3	3	11
N#Cc1cccn1-c1nccs1	8	8	0	0.9	1	2.4%	3	0	-5
O=C(O)CCC(=O)Nc1ccc2c(c1)Cc1cc(NC(=O)CCC(=O)O)ccc1-2	-2	-18	-8	-1.6	0	-2.5%	3	-8	14
Cc1cccc(C)c1OCC(=O)N1CCc2ccccc2C1	-2	10	-2	0.0	5	-0.6%	1	-4	1
O=C(NCc1cccnc1)c1cccc(S(=O)(=O)N2CCCC2)c1	14	10	-3	-2.3	-1	28%	0	1	0
Cc1nnsc1C(=O)N1CCN(c2ccc(C#N)cn2)CC1	-2	-6	6	0.2	-16	2.6%	2	1	14
COc1cc(C(=O)Nc2cccc(-c3nnc(-c4ccco4)o3)c2)ccc1OC(C)=O	16	10	-16	1.8	-65*	4.5%	-1	-1	-7
COc1ccccc1C(=O)NC(=O)COC(=O)c1cccc(OC(F)F)c1	-4	-10	3	0.6	-12	-0.9%	3	-11	-1
COc1ccc(-c2c(C(F)(F)F)nn(C)c2NC(=O)CSCC(=O)O)cc1	13	40	-4	0.6	17	6.5%	1	2	1
CCN(CC)CCNC(=O)c1ccc2c(c1)NC(=O)c1ccccc1S2	-4	-30*	13	1.8	3	0.0%	1	-4	-4
Cc1sc2ncnc(N3CCC(C(=O)Nc4sc5c(c4C(N)=O)CCC(C)C5)CC3)c2c1C (stereo not given)	15	0	18	-1.9	-20	3.8%	2	nt	3
CCn1cc(C(=O)NCC(OC)OC)c(=O)c2cc(S(=O)(=O)N3CCCC3)ccc21	11	-2	-1	0.0	6	-1.3%	2	-5	6
COc1cc(C(=O)Nc2ccc(S(=O)(=O)NC(C)C)cc2)cc(OC)c1OC	0	2	31*	0.5	2	-1.0%	6	3	14
Cc1cccc(CSCc2ccc(C(=O)NCCc3ccccc3)o2)c1	-6	-79*	nt	1.1	nt	0.0%	11	-2	-7
CC(C)N(CCO)C(=O)CCc1nnc(CCCc2ccccc2)o1	9	-17	1	0.9	-4	-0.8%	1	0	-7
CCNC(=O)C(=O)Nc1ccc([N+](=O)[O-])cc1	-9	-1	-23	25	8	1.6%	9	-14	5
Cc1cccnc1NC(=S)NC(=O)c1cccs1	4	9	5	-0.2	12	-1.3%	1	1	-8
COC(=O)c1ccc(NC(=O)CN(C2CCCCC2)S(C)(=O)=O)cc1	-3	4	10	-0.3	9	1.3%	8	4	-6
CC(=O)c1c(COC(=O)c2ccc(C)cc2)nc2ccccc2[n+]1[O-]	1	-4	-2	-1.2	-5	-0.7%	2	-1	-2
Nc1cc(S(=O)(=O)N2CCCCC2)ccc1Oc1ccccc1	-1	-29	-5	-0.2	14	1.7%	6	-1	1
COc1ccccc1NS(=O)(=O)c1cccc(C(=O)N/N=C/c2ccc(OCC(=O)O)cc2)c1	1	-26	-12	-2.2	3	-0.7%	3	-6	4
Cc1ccc(C(=O)Oc2ccc(Br)cc2C(=S)N2CCOCC2)cc1	6	9	-17	1.4	-12	-2.5%	7	nt	-5
CC(CN1C(C)CCCC1C)OC(=O)c1cccc(Br)c1 (stereo not given)	-9	1	5	-1.4	-23	5.4%	3	24	3
Cc1c(NS(C)(=O)=O)c(=O)n(-c2ccccc2)n1C	nt	-7	nt	nt	4	1.1%	1	5	17
CCN(CC(O)Cn1c2ccccc2c2ccccc21)S(=O)(=O)c1ccc(F)cc1 (stereo not given)	-5	1	-8	0.0	-11	1.5%	3	1	2
COC(=O)c1c(N2C(=O)CC(Sc3ccccc3C(=O)O)C2=O)sc(C)c1C (stereo not given)	7	2	16	0.9	-16	1.5%	13	2	3
CCc1cc(=O)[nH]c(SCc2cccnc2)n1	-22	-8	4	0.7	-2	-0.4%	1	1	-1
O=C(Nc1cccc(Cl)c1)c1cc(S(=O)(=O)N2CCC3(CC2)OCCO3)ccc1F	2	-2	nt	0.3	-15	-0.5%	-1	4	7
Cc1cccc(OCC(=O)Nc2ccc(N3CCN(C(=O)c4ccccc4)CC3)cc2)c1	-8	-19	0	0.0	-14	-0.9%	17	-4	-3
COc1ccccc1/C=N/NC(=O)COCC(=O)N/N=C/c1ccccc1OC	-7	-17	3	nt	-7	4.4%	3	-3	3
CCc1ccc(NC(=O)COC(=O)C2(c3ccc(Cl)cc3)CCCC2)cc1	-4	-26	4	-0.1	nt	0.1%	14	6	6
COc1cc(NC(=O)CN2CCCCC2C)c(C)cc1[N+](=O)[O-] (stereo not given)	-1	-11	0	0.3	1	-0.9%	2	5	19
CC(=O)c1cn(CC(=O)Nc2ccccc2Cl)c2ccccc12	0	-26	-4	0.1	3	0.4%	11	-4	-7

# Continued.
SMILES	D2 potentiator	D1 antag	D2 antag	D2 agonist	RXFP1 antag	RXFP1 agonist	D1 ag	D1 PAM	TRHR enhancer
Cc1cccc(CC2C(=O)Nc3ccccc32)c1 (stereo not given)	12	-11	nt	0.4	-16	-2.5%	8	0	0
C=CCn1c(SCC(=O)Nc2ncc(Cc3ccc(Br)cc3)s2)nnc1-c1ccncc1	32*	2	16	0.4	5	-1.7%	3	9	-10
CCOC(=O)c1c(C2CC2)csc1NC(C)=O	1	-4	-10	-0.5	-1	1.0%	2	9	3
CC(OC(=O)Cc1ccsc1)C(=O)Nc1ccc(Cl)cn1 (stereo not given)	-2	-17	9	0.2	-2	0.2%	0	-4	-1
CCCn1c(N2CCN(CC(=O)c3c(C)n(C)c4ccc(OC)cc34)CC2)nc2c1c(=O)[nH]c(=O)n2C	-9	-23	-2	-0.2	-12	2.9%	0	-3	-3
COc1ccccc1[C@@H]1C(c2cccc(C)c2)=NN(c2ccccc2)[C@H]1C(=O)N1CCOC1=O	0	-15	4	0.9	nt	1.8%	3	0	5
CCOC(=O)CN(C(=O)CNC(=O)c1cccs1)C(C(=O)NC1CCCCC1)c1cccs1 (stereo not given)	-11	21	-13	0.5	-17	1.7%	-1	-6	-8
Cc1cc(C)cc(NC(=S)N2CCC(NC(=O)c3ccccc3C)CC2)c1	-2	-2	-10	0.0	-7	2.7%	0	-1	0
O=c1c2ccccc2ncn1CCCCOc1ccccc1F	-2	-10	nt	nt	-4	0.3%	3	1	-1
CC(Oc1ccccc1)C(=O)Nc1ccc(C(=O)OCc2cc(=O)n3nc(C(C)C)sc3n2)cc1 (stereo not given)	8	-13	nt	0.5	-4	2.7%	4	-1	-3
COc1ccc(OC)c(NC(=O)CSc2nnc(CNC(=O)c3cc(OC)c(OC)c(OC)c3)o2)c1	5	3	2	-1.7	-8	0.0%	3	-4	-3
COc1ccc(OCc2cc(C(=O)NC3CCOC(C)(C)C3)no2)c2ccccc12 (stereo not given)	13	-6	-9	-0.3	nt	2.6%	3	-3	-2
